Bioassay records from PubChem BioAssay.
L3MBTL1 block: qHTS Assay for the Inhibitors of L3MBTL1; Lethal(3)malignant brain tumor-like protein 1 (Homo sapiens), Q9Y468; AlphaScreen L3MBTL1–H3K9me1 peptide binding; Potency, µM (titrated, usually from 57.1 µM), inactives show top-dose activity, negative = inhibition, actives largely listed as inhibitors; hit rate 0.66% among 230,000; also: potency is read from the fitted curve at half-maximal effect; % is scaled to controls: 0 for no effect and ±100 for the full control effect; nearly all actives have a fitted effect of over 60% in size
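AlphaScreen proximity signal between nickel-chelate acceptor and streptavidin donor beads (final 10 ug/mL) reports binding of 50 nM L3MBTL1 to 75 nM biotin-H3 K9me1 peptide; complex incubated with compounds 30 min at room temperature; cefsulodin titration as control.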
IMPase Li inh: qHTS Assay for Identifying the Cell-Membrane Permeable IMPase Inhibitors: Potentiation with Lithium. Potency, µM (highest dose often 59.4 µM), inactives show at the top dose activity, negative = IMPase inhibition, most hits filed as inhibitors. CHO-M1 cells, IP1 TR-FRET (IP-One), carbachol + lithium. hit rate 0.35% among 210,000;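 also: IP1 builds up when IMPase is blocked and the TR-FRET signal falls; potency is read from the fitted curve at half-maximal effect; plate controls were basal vehicle for no effect and high inhibitor control for full effect; nearly all actives have a fitted effect of over 50% in size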
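CHO cells stably expressing M1 receptor (2000/well) were cultured 16–30 h, then exposed to compounds with a small lithium addition for 30 min at 37C. IP1 was measured by TR-FRET competition; AC50 from Hill fits.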
HttQ103 aggreg: qHTS Multiplex Assay to Identify Dual Action Probes in a Cell Model of Huntington: Aggregate Formation (GFP); Potency, µM (doses to about 46.1 µM), for the others: at the highest dose activity change, negative = inhibition, hits mostly inhibitors; hit rate 1.1% among 220,000; PC12 HttQ103-GFP aggregates, Acumen cytometry, 40 h; also: potency is read from the fitted curve at half-maximal effect; % is scaled to controls: 0 for no effect and ±100 for the full control effect; nearly all actives have a fitted effect of over 60% in size
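Read-out: GFP aggregate count by laser scanning cytometer (488 nm excitation, 500-530 nm emission, 1–25 µm objects >6 SD above background). Cells: PC12, inducible HTTex1-Q103-GFP, 100 nM tebufenozide; compounds titrated.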
Luc counter: Counterscreen for Luciferase (Kinase-Glo TM) Inhibition; Kinase-Glo luciferase, ATP luminescence, 8 min; Potency, µM (highest dose often 38.3 µM), without a hit: at the highest dose activity change, negative = inhibition, usual class: inhibitors; hit rate 0.28% among 200,000; AID 1379, 2008; also: potency is read from the fitted curve at half-maximal effect; % is scaled to controls: 0 for no effect and ±100 for the full control effect; nearly all actives have a fitted effect of over 60% in size
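Light output from Kinase-Glo luciferase with luciferin and 10 uM ATP in 50 mM imidazole pH 7.2, KCl, MgCl2, Tween 20, BSA; compound pin-delivered, 8-min ambient incubation, then luminescence read.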
CBFb-RUNX1 inh: qHTS Assay for Compounds Blocking the Interaction Between CBF-beta and RUNX1 for the Treatment of Acute Myeloid Leukemia. Runt-related transcription factor 1 (Homo sapiens) + Core-binding factor subunit beta …. AlphaScreen CBFb-His/RUNX1-biotin binding, biochemical. Potency, µM (series often up to 59.8 µM), without a hit: top-dose activity, negative = inhibition, actives largely listed as inhibitors. 230,000 tested, under 10 active; also: % of control where 0% means no effect
Target sequence (Q01196 whole entry, looked up): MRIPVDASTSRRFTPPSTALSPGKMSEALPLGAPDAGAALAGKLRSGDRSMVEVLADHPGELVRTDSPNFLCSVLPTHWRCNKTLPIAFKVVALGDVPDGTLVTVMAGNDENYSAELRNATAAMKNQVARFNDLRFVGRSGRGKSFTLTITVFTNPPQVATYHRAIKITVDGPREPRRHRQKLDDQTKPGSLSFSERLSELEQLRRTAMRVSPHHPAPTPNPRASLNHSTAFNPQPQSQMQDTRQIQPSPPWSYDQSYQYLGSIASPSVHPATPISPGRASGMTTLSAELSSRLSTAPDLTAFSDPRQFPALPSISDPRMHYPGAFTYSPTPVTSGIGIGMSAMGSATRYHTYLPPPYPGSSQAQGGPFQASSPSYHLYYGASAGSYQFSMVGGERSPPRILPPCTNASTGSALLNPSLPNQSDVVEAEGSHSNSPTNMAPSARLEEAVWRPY
Target sequence (Q13951 whole entry, looked up): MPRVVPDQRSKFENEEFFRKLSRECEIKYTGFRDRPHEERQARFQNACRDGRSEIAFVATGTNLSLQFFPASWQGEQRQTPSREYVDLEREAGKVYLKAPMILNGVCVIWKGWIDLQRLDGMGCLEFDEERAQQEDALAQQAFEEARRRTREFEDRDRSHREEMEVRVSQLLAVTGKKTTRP
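Room-temperature protein-protein interaction test with 30 nM each of His-tagged CBF-beta and biotinylated RUNX1, 15 min with compound, then 90 min with nickel plus streptavidin beads. Signal read in AlphaScreen mode.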
Epigenetic derep: Quantitative High-Throughput Screen for Regulators of Epigenetic Control; murine LDR cells, GFP reporter derepression, 30 h; Potency, µM (highest dose often 53.9 µM), for inactives: at the highest dose GFP activation, actives largely listed as activators; hit rate 0.2% among 280,000; AID 1865, 2009; also: potency is read from the fitted curve at half-maximal effect; % of control where 0% means no effect; nearly all actives have a fitted effect of over 60% in size
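In this reporter-derepression format, murine cells bearing a silenced integrated CMV-GFP locus incubate with test compound (30 h, 37 C), then are washed and imaged; fluorescent objects of 20–120 um count as induced cells.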
NPSR antag: qHTS Assay for Antagonists of the Neuropeptide S Receptor: cAMP Signal Transduction; CHO-NPSR cells, cAMP TR-FRET, antagonist mode; hit rate 1% among 220,000; Q6W5P4; Potency, µM (series often up to 38.3 µM), without a hit: top-dose activity change, negative = inhibition, hits mostly inhibitors; AID 1461, 2008; also: potency is read from the fitted curve at half-maximal effect; % is scaled to controls: 0 for no effect and ±100 for the full control effect; nearly all actives have a fitted effect of over 50% in size; many of its hits are not listed in these tables
Target sequence (Q6W5P4 whole entry, looked up): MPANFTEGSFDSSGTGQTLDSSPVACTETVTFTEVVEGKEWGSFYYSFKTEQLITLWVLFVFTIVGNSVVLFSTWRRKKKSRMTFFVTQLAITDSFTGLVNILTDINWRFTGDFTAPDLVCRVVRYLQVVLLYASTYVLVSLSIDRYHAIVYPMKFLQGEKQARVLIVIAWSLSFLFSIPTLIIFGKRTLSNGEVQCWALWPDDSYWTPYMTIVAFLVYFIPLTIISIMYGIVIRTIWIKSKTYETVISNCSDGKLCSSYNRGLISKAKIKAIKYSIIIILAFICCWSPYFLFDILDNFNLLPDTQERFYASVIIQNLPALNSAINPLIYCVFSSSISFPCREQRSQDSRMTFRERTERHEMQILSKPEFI
* marks the source's active call; other numbers are inactive results; ? = inconclusive; · = not tested or not shown; & = joins results of further samples; [ ] = remark or other dose. Calls follow the shape of the dose curve; as a rule, active = well fitted curve in the direction sought with a large enough effect; inconclusive = small, poorly fitted or top-dose-only effect, or another doubt; inactive = no such curve, though single readings can be large; an effect the other way counts as inactive or inconclusive. This is a subset (hit frequency here may not be typical).

| mol | L3MBTL1 block | IMPase Li inh | HttQ103 aggreg | Luc counter | CBFb-RUNX1 inh | Epigenetic derep | NPSR antag |
| --- | --- | --- | --- | --- | --- | --- | --- |
| COc1ccccc1CN1C[C@@H]2C[C@@H](c3[nH]c4c(C)cccc4c3C)N3CCC[C@@]23C1=O | -29% | 11% | -8% | 2% | -5% | -1.7% | ? |
| Cc1ccn2cc(CCNC(=O)c3ccc(Br)o3)nc2c1 | -3% | 30%[38.3 µM] | 8% | 3% | 2% | 0.0% | -7%[46.1 µM] |
| O=C1CCC(=O)N1c1nc2nc(-c3ccccc3)cc(=O)n2[nH]1 | · | -9%[38.3 µM] | -2% | 0% | -2% | -1.0% | 7%[46.1 µM] |
| COCCCNc1nc(SCc2ccccc2)nc2sc3c(c12)CCC3 | -5% | 12%[38.3 µM] | -31% | -2% | 6% | -1.4% | -19%[46.1 µM] |
| CCOc1cc(/C=C2\C(=O)N(Cc3ccc(C)cc3)C(C)=C2C(=O)OC)ccc1O | -15% | 11%[38.3 µM] | ? | -2% | -9% | 2.3% | ? |
| COc1ccc(-n2c(=O)c3ccccc3n(Cc3ccc(F)cc3)c2=O)cc1OC | · | 10%[38.3 µM] | 12% | -3% | -3% | -1.0% | 3%[46.1 µM] |
| COc1ccc(CNS(=O)(=O)c2ccc3oc(C(=O)O)c(C)c3c2)cc1 | 15% | 4% | -1% | 2% | 5% | 1.0% | 2%[46.1 µM] |
| CCN(CC(=O)NCc1cccs1)C(=O)CCc1c[nH]c2ccccc12 | -20% | 2% | -5% | -4% | 2% | -2.7% | 0% |
| COc1ccccc1NC(=O)CSc1nc(N)c(C#N)cc1C#N | 6% | -1% | 14% | -3% | -7% | -1.1% | -37% |
| CCOC(=O)CSc1ccc(C(=O)N2CCN(C)CC2)cc1[N+](=O)[O-] | · | 2% | -23% | -3% | 1% | -1.0% | 6% |
| COc1ccc(Br)cc1C(=O)Nc1ccc(C(=O)O)cc1 | -4%[2.29 µM] | 1% | 5% | 3% | 2% | 5.1% | -25% |
| N/C(=N\NS(=O)(=O)c1cc(C(F)(F)F)cc(C(F)(F)F)c1)c1ccccn1 | 5% | · | 4%[9.22 µM] | · | 21% | 1.1% | -18% |
| Cc1c(N=CC=Nc2c(C)n(C)n(-c3ccccc3)c2=O)c(=O)n(-c2ccccc2)n1C | 8% | -7%[38.3 µM] | -2% | 0% | 3% | -4.0% | 1%[46.1 µM] |
| O=S(=O)(NCC(c1ccco1)N1CCN(c2ccccc2F)CC1)c1ccc(F)cc1 (configuration not stated) | -6% | 7% | 18% | 0% | -4% | 1.1% | -18% |
| COc1ccc(/C=N/NC(=O)CCOc2ccccc2C)cc1OC | -12% | 6% | -1% | -5% | -10% | -1.6% | 0% |
| Cc1ccc(C)c2c1cc(C)c1nnc(SCC(=O)NCc3ccc4c(c3)OCO4)n12 | 9% | 6% | 2% | 0% | -4% | -0.9% | -9% |
| COc1ccc(C2C(C#N)=C(/N=C/N3CCN(C)CC3)OC3=C2C(=O)CC(C)(C)C3)cc1OC (configuration not stated) | · | 17%[38.3 µM] | -1% | -1% | 2% | -1.0% | -14%[46.1 µM] |
| CCCCC(=O)NC(=S)Nc1cc(C(=O)O)ccc1OC | 6% | 1% | 19% | -1% | -1% | 2.2% | -2% |
| O=C(CCCN1C(=O)c2ccccc2C1=O)Oc1ccc(F)cc1 | 11% | -5% | -8% | 0% | 17% | 0.0% | -1%[46.1 µM] |
| COc1ccc(-n2c3c(cc(C(=O)N4CCC(C)CC4)c2=O)C(=O)CC(C)(C)C3)cc1 | 3% | -8%[38.3 µM] | 25% | 2% | 1% | 0.8% | -7%[46.1 µM] |
| COC(=O)C1(CCSC)NC(c2ccccc2OC)C2C(=O)N(C)C(=O)C21 (configuration not stated) | 0% | · | -6% | · | 11% | -7.2% | 7%[46.1 µM] |
| CCn1c(SCC(N)=O)nc2c1c(=O)n(C)c(=O)n2C | 2%[11.4 µM] | 21%[38.3 µM] | ? | 1% | 5% | 0.9% | 26%[46.1 µM] |
| CCCCCCCC(=O)N/N=C(\C)c1ccc(O)cc1O | 0% | -15% | 1% | 1% | -12% | -4.8% | -16% |
| COc1ccc(CC2SC(=Nc3ccc(F)cc3)NC2=O)cc1 (configuration not stated) | · | 15% | -14% | -3% | -1% | -1.2% | -3% |
| CCOC(=O)c1ccc(S(=O)(=O)NCC(c2ccc(N(C)C)cc2)c2c[nH]c3ccccc23)cc1 (configuration not stated) | ? | -3% | 0% | -1% | -2% | 0.2% | -16% |
| O=C(CNc1ccc2c(c1)OCO2)N/N=C\c1cn(Cc2ccc(F)cc2)c2ccccc12 | -16% | 14% | -12% | -5% | 2% | -1.9% | -22% |
| COC(=O)c1ccc(/C=N/OCC(=O)NC2CCCCCCC2)cc1 | · | 13%[38.3 µM] | -12% | 19% | 4% | 2.0% | ? |
| O=C(NCCO)c1c(O)c2cccc3c2n(c1=O)CC3 | · | 19%[38.3 µM] | -6% | 0% | 0% | 0.0% | 5%[46.1 µM] |
| O=C(CCCc1ccccc1)NC1CC1 | -10% | -2% | -12% | 0% | 5% | 0.0% | 11% |
| O=C(Nc1ccc(O)cc1)/C(=C\C=C\c1ccccc1)NC(=O)c1ccccc1 | -22% | · | 12%[9.22 µM] | · | -4% | 0.8% | -42% |
| CC(C)NC(=O)c1cnc(N2CCN(c3ccccn3)CC2)c2ccccc12 | 1% | 2%[38.3 µM] | -19% | 1% | 2% | -3.1% | -3%[46.1 µM] |
| O=C(Cn1nnc(-c2ccccc2)n1)N1CCN(c2ccc(F)cc2)CC1 | 15% | -3% | 14% | 3% | 22% | 2.5% | 8% |
| CC(C)C(NS(=O)(=O)c1c(Cl)cccc1Cl)C(=O)OCC(=O)c1c[nH]c2ccccc12 (configuration not stated) | -2% | 2% | 6% | -1% | ? | -3.0% | -37% |
| CSC1=NC2(CC(c3ccccc3)Oc3cc(O)ccc32)CC(C)(C)N1 (configuration not stated) | 3% | 19% | -3% | 3% | 2% | 0.0% | 20%[46.1 µM] |
| CCc1ccccc1N1C(=O)[C@@H]2Cc3ccccc3CN2C1=O | 6% | · | -7%[9.22 µM] | · | 3% | 0.0% | 4%[7.67 µM] |
| O=C(NCCNC(=O)c1ccco1)c1ccc(F)cc1 | 8% | -5% | 9%[9.22 µM] | 3% | 0% | 1.0% | -15% |
| Oc1ccc(O)cc1 | · | -8%&10%&9% | -13% | -3%&-5% | -19% | 1.2%&-1.3% | -8%[46.1 µM] |
| CCOC(=O)c1sc(-c2ccc(F)cc2)cc1NC(=O)Nc1ccccc1OC | 8% | 2% | 11% | 1% | 9% | 0.0% | -17%[46.1 µM] |
| CC(=O)NCc1ccc(-c2nc3ccccc3s2)cc1 | -5% | -1% | -3% | -10% | -13% | -3.0% | -9% |
| CCc1c(C(=O)NNC(=S)NCCc2ccccc2)csc1C | 50%[activator] | -1% | 5% | 4% | 2% | 2.0% | -1%[46.1 µM] |
| CCOC(=O)c1[nH]cnc1C(=O)O | · | 9%[38.3 µM] | -7% | 0% | -10% | 0.0% | -2%[46.1 µM] |
| Cc1cc(C(=O)OC(C)C(=O)Nc2nc(-c3ccccc3)cs2)c(C)o1 (configuration not stated) | · | 28%[38.3 µM] | 0% | 1% | 1% | 0.1% | -20%[46.1 µM] |
| CCCN(CC(=O)Nc1ccccc1C)C(=O)/C=C/c1cccs1 | 2% | -3% | 17% | -1% | 6% | 0.0% | 6% |
| O=C1CCCc2sc3c(c2N1)CCCCC3 | 29% | -2%[38.3 µM] | -22% | -9% | -1% | -1.3% | -22%[46.1 µM] |
| C[C@H](CCC(=O)O)[C@H]1CC[C@@H]2[C@H]3CC[C@H]4C[C@@H](O)CC[C@@]4(C)[C@H]3CC[C@]21C | · | 3% | · | -2%[17.1 µM] | 22%[21.7 µM] | -1.1%[16.9 µM] | · |
| COC(=O)C(C(=O)OC)c1ccccc1[N+](=O)[O-] | · | 1% | 4% | -2%&-1% | 10%&1% | 6.8%&0.5% | 3%[46.1 µM] |
| CCc1nc2ccc(C(=O)Nc3ccc4c(c3)OCO4)cc2nc1CC | · | 3% | 0% | -5% | -5% | 1.1% | 1% |
| C/C(N)=C(/C#N)C(=O)CSc1nnc(Nc2ccccc2C)s1 | -10% | -16%[38.3 µM] | 3% | -2% | -9% | -3.3% | -12%[46.1 µM] |
| c1ccc(Cn2cc(CN3CCCO3)c(-c3ccc4c(c3)OCO4)n2)cc1 | -7% | 3% | 14%[9.22 µM] | · | 2% | 4.7% | 26% |
| O=C(c1ccc(COc2c(F)c(F)cc(F)c2F)o1)N1CCN(c2ccc(Cl)cc2)CC1 | · | 34%[activator][38.3 µM] | ? | 4% | 6% | -1.3% | ? |
| Cc1cc(NC(=O)c2cc(-c3cccs3)nc3ccccc23)no1 | 10% | 20%[38.3 µM] | 0% | 1% | 23% | -0.8% | 15%[46.1 µM] |
| CCCn1cc(SCC(=O)Nc2ccc3c(c2)OCO3)c2ccccc21 | -16% | 32%[38.3 µM] | -10% | -1% | -2% | -0.8% | -22%[46.1 µM] |
| COc1ccc(C(C(=O)NC2CCCC2)N(C(=O)c2ccco2)c2ccc(OC)c(OC)c2)cc1 (configuration not stated) | 1% | 10% | 5% | -1% | -3% | -0.8% | 13%[46.1 µM] |
| COc1ccc2c(c1)c(=O)oc1c(C)c(OCc3cc(C(=O)O)oc3C)ccc12 | 35µM* | -11% | 5% | -2% | 6% | 1.2% | -19% |
| CCOC(=O)c1[nH]c(C)c(C(=O)N(C)Cc2ccccc2)c1C | -6% | -4%[38.3 µM] | ? | -3% | -1% | 1.0% | 0%[46.1 µM] |
| COCCCNC(=O)C(=O)NCCCOC(C)C | 7% | 11%[38.3 µM] | -1% | 6% | 4% | 6.5% | 15%[46.1 µM] |
| C=CCn1c(=O)c2ccccc2n2c(SCc3cc(=O)n4ccsc4n3)nnc12 | 4% | -20%[38.3 µM] | -16% | 14% | 1% | 5.7% | ? |
| Cc1nc2cc(S(=O)(=O)N(C)C)ccc2n1-c1ccccc1 | -8% | -4%[38.3 µM] | 12% | -8% | -4% | 4.0% | -9%[46.1 µM] |
